Rv3671c protease: inhibits the M. tuberculosis serine protease Rv3671c. inhibition, % at 5.96 µM. P9WHR9. 320,000 tested, 0.048% active; in the data active means inhibition above about 38%;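 further: extracellular domain of Rv3671c used as enzyme; 0% = enzyme with DMSO and 100% = no enzyme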
Target sequence (P9WHR9 whole entry, looked up, the tested form may be a part): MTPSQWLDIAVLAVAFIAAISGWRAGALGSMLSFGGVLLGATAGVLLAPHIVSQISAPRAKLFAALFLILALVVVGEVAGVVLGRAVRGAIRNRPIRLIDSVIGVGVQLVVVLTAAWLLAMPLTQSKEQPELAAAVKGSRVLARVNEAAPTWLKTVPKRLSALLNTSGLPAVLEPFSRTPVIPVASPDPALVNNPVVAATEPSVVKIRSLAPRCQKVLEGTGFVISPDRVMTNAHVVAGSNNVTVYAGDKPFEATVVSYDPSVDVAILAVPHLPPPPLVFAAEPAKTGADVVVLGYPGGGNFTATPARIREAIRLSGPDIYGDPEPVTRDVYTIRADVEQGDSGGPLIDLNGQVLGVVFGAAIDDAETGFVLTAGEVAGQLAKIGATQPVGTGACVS
Mtb FBA inh: inhibitors of M. tuberculosis fructose-bisphosphate aldolase; purified M. tuberculosis FBA, fluorescence read-out; inhibition, % at 1 µM; 360,000 tested, 2.3% active; AID 588726; in the data active means inhibition above about 27%;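 further: 0% = vehicle and 100% = reference inhibitor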
Target sequence (P9WQA3 whole entry, looked up): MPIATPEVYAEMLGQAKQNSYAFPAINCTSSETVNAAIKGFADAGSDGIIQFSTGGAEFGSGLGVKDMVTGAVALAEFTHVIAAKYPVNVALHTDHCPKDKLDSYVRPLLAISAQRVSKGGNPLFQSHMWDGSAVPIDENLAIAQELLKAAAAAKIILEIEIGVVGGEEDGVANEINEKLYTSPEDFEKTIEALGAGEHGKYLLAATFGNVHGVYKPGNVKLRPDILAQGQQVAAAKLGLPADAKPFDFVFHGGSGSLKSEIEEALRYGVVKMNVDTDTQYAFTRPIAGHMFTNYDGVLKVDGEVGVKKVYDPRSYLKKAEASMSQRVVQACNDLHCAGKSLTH
SARS 3CLpro inh: SARS-CoV 3CLpro protease inhibition; P0C6X7; recombinant SARS-CoV 3CLpro, quenched FRET peptide cleavage; inhibition, % at 6 µM; 290,000 tested, 0.14% active; in the data active means inhibition above about 12%
BioA inh: BioA (M. tuberculosis) enzyme inhibition; purified M. tuberculosis BioA enzyme, plate reader; inhibition, % at 9.99 µM; 360,000 tested, 0.096% active; in the data active means inhibition above about 40%; inconclusive means no clear call, values can overlap the other calls
MazF activator: activators of E. coli MazEF toxin-antitoxin RNase; FAM/BHQ RNA-DNA oligo cleavage fluorescence, 5 h; AID 504720; activation, % at 20 µM; P0AE70; 350,000 tested, 0.32% active; in the data active means activation above about 50%
Target sequence (P0AE70 whole entry, looked up): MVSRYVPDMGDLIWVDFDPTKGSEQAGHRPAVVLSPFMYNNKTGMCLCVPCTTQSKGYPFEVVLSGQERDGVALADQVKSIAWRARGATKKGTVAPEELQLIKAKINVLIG
BH1578 lux ind: induces V. cholerae light production without autoinducers; V. cholerae BH1578 lux reporter, luminescence, 6 h; activation, % at 18.7 µM; 350,000 tested, 0.16% active; AID 588436; in the data active means activation mostly above about 9.7%, no sharp cut-off; inconclusive means no clear call, values can overlap the other calls; inactive means mostly below about 3.7%; further: not every result past the cut was called active; inactives centre near 0; reference of the scale not given here
DUSP3 inh: blocks human VHR1 dual specificity phosphatase | P51452 | recombinant VHR phosphatase, pNPP absorbance | 290,000 tested, 0.52% active | inhibition, % at 13.3 µM; in the data active means inhibition above about 50%; further: some compounds called inactive have numbers as strong as hits
Target sequence (P51452 whole entry, looked up): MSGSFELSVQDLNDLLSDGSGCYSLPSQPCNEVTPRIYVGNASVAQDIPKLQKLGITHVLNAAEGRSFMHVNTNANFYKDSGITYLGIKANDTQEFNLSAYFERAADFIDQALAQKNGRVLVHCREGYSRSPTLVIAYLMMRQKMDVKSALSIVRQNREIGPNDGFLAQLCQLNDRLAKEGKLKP
GDH-TPI inh: inhibits GDH-TPI coupling enzymes, artifact for Mtb FBA screen | GDH-TPI coupled enzyme counterscreen, NADH absorbance | 360,000 tested, 1.2% active | inhibition, % at 4.8 µM; in the data active means inhibition above about 30%;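 further: 0% = DMSO wells and 100% = wells lacking the enzyme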
Mtb UGM inh: Mtb UDP-galactopyranose mutase inhibition. purified UGM, fluorescence polarization probe displacement. P9WIQ1. inhibition, % at 10 µM. AID 504406. 320,000 tested, 0.06% active; in the data active means inhibition above about 10%, passing the limit was not always enough; inconclusive means no clear call, values can overlap the other calls
SSB-PriA inh: inhibitors of Klebsiella pneumoniae PriA binding to SSB C-terminal tail; AlphaScreen SSBct-PriA binding, biotinylated peptide; inhibition, % at 33 µM; 430,000 tested, 0.6% active; AID 1272365; in the data active means inhibition mostly above about 37%, no sharp cut-off; inactive means mostly below about 20%;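 further: plate controls were negative control peptide for no effect and reference peptide for full effect; strong numbers were not always called active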
Active calls of the source: *; i = inactive; ? = inconclusive; . = not tested or not shown. A portion of the library, so the mix of outcomes need not match the whole.

mol	Rv3671c protease	Mtb FBA inh	SARS 3CLpro inh	BioA inh	MazF activator	BH1578 lux ind	DUSP3 inh	GDH-TPI inh	Mtb UGM inh	SSB-PriA inh
O=C(CCN1CCOCC1)c1ccccc1	-3	2	4	.	-1	i	4	8	-0.4	-3
Cc1cc(=O)[nH]c(SCc2cc(Cl)ccc2OC(F)F)n1	9	3	1	-0.2	5	7.7	11	7	2.0	-15
CCC(C)NCCOCCOc1ccc(Br)cc1C (centres undefined)	-6	0	2	.	1	-0.1	-5	-1	1.8	-8
c1ccn2c(SCc3ccc4c(c3)OCO4)nnc2c1	1	-2	-11	0.3	7	-1.4	-4	-8	6.1	-2
COc1ccc(C(C)=O)cc1CSc1ccc2c(c1)OCCO2	-11	-2	-3	-0.9	-2	-0.3	26	0	-0.2	-35
Cc1cccc(OCc2nnc(SCC(=O)N(c3ccccc3)C3CCS(=O)(=O)C3)o2)c1 (centres undefined)	-2	1	.	-0.2	7	i	.	-6	0.1	-13
Cn1c(N)c(C(=O)c2cc(-c3ccccn3)nc3ccccc23)c(=O)[nH]c1=O	.	1	-2	1.8	3	i	21	-7	.	7
O=c1[nH]c(C2CCN(S(=O)(=O)Cc3ccccc3)CC2)nc2c1nnn2Cc1cccc(Cl)c1	-4	-3	4	2.2	2	-0.2	12	-5	3.3	-10
COc1ccccc1OC(C)C(=O)N(Cc1ccco1)C1CCS(=O)(=O)C1 (centres undefined)	3	2	1	-2.7	4	-0.2	25	5	-1.5	-8
Cc1ccc(/C=N/n2nnnc2N)cc1	2	1	.	.	3	-0.4	.	-3	-0.5	.
CCNC(=O)c1nc[nH]c1C(=O)NCC	-1	2	1	-1.2	6	i	32	4	0.2	-10
CC(Sc1nnnn1C)C(=O)Nc1ccc2c(c1)OCCO2 (centres undefined)	8	1	1	.	5	-0.2	11	-10	5.3	-8
Cc1ccsc1C(=O)OCC(=O)NC1CC1	-3	4	.	-3.2	-2	-0.7	.	2	-0.9	-7
O=C(NCc1ccccc1)c1ccc2c(c1)C(=O)N(Cc1cccnc1)C2=O	.	-2	-2	0.8	3	i	16	-3	-2.0	-10
O=S(=O)(NCC1CCCO1)c1ccc(Cl)cc1 (centres undefined)	-1	-1	3	-0.5	15	-0.5	18	-8	0.7	-14
CCN(CC)C(=O)C1c2ccccc2Oc2ccccc21	74*	3	-6	-9.6	-3	0.4	16	13	47*	2
Cc1nn(-c2ccccc2)c(Oc2ccc(F)cc2)c1/C=N/n1cnnc1	-7	1	1	1.1	-8	i	21	4	1.7	.
O=C(NCCOc1ccc(Cl)cc1)C1CCCCC1	4	1	0	-0.4	-6	0.6	13	-2	-2.1	-9
COc1ccccc1CNC(=O)CCCC(=O)n1nc(C)c2ccccc21	0	-5	3	-0.5	-1	-0.4	34	8	0.5	5
O=C(NCCCN1CCCC1)c1ccc2c(c1)N(Cc1ccc(F)cc1)C(=O)c1ccccc1S2=O (centres undefined)	2	0	3	.	-2	4.3	-2	-8	-2.7	1
CCOC(=O)c1cnc(N2CCN(C(=O)OCC)CC2)[nH]c1=O	-9	-5	-1	-0.6	4	i	-5	-1	0.4	-3
O=C1NC(=O)/C(=C/c2ccc(-c3cc(C(=O)O)ccc3Cl)o2)S1	4	15	5	0.0	4	-0.7	8	21	1.7	-9
N#CCC(=O)Nc1ccc(C(=O)OCC(=O)N(C2CCCCC2)C2CCCCC2)cc1	-15	4	-2	-2.3	-21	-0.1	48	3	-0.5	7
CCOn1c(=O)c[n+]([O-])c2ccccc21	8	3	0	.	-6	-0.5	12	8	4.3	10
O=c1[nH][nH]c(C(F)(F)F)c1C=NCc1ccc(Cl)cc1	6	-2	3	0.7	2	-1.4	-11	6	2.2	4
CCOC(=O)C(C(=O)NCCCN1CCOCC1)C1CCCCC1 (centres undefined)	-2	4	3	19	-6	-0.3	-13	-2	3.2	-12
C=CCNC(=O)C12CC3(C)CC(C)(CC(C)(C3)C1)C2	-6	0	7	-0.2	-4	0.6	21	-1	3.3	-10
Cc1cc(C)n(-c2ccc(C(=O)Oc3ccc4c(c3)OCO4)cc2)n1	7	-2	-3	-2.6	3	i	2	3	-1.2	-5
Cc1ccc(S(=O)(=O)NC(=NC2CCCCC2)c2ccccc2)cc1	12	0	3	.	2	i	-9	5	-1.6	-13
Oc1ccc(Cl)cc1C1=NNC(c2ccc(Cl)cc2)C1 (centres undefined)	2	5	0	.	13	0.3	-2	7	1.4	-25
Cc1ccc(S(=O)(=O)N2[C@@H](c3ccc(Cl)c(Cl)c3)C(C(=O)O)=C[C@H]2CC2CCCC2)cc1	-12	-2	.	-0.6	-2	-0.7	.	-8	.	1
O=C(Nc1ccc(Cl)cn1)C1C(c2ccccc2)C1(Cl)Cl (centres undefined)	-9	0	9	-1.4	4	-0.2	16	-4	-1.3	-6
COc1cc2c(cc1OC)C(C(=O)Nc1ccc3c(c1)OCCO3)C(c1cccnc1)N(C)C2=O (centres undefined)	0	3	-2	0.8	6	-4.1	24	1	0.2	-2
COc1cc2c(=O)n(CCCN3CCOCC3)c(=S)[nH]c2c(OC)c1OC	-9	-1	-3	2.3	5	i	30	-4	-0.9	-4
CN(C1CCCCC1)S(=O)(=O)c1cccc(C(=O)OCC(=O)NC2CCCc3ccccc32)c1 (centres undefined)	-20	1	1	.	1	-0.3	-1	-1	.	-6
CCC(Oc1ccccc1F)C(=O)Nc1ccc2c(c1)n(C)c(=O)n2C (centres undefined)	.	-1	4	5.3	16	3.8	7	5	0.0	-8
COc1ccc(NC(=O)CN(C)C(=O)/C=C/c2ccc(S(=O)(=O)N3CCCCCC3)cc2)cc1	-16	-1	.	-1.1	.	-5.9	.	7	-2.4	3
COc1cc(/C=N/NC(=O)CSc2ccccn2)ccc1OC(C)C	5	0	4	1.8	2	i	8	14	-0.2	i
C=C1C(=O)OC2C1CCC(C)C1C=CC(=O)C12C (centres undefined)	.	2	.	.	5	.	.	-1	.	-2
Cc1onc(-c2ccccc2Cl)c1C(=O)N1CCN(c2nc3ccccc3s2)CC1	-3	1	-1	4.5	4	-0.4	11	7	-2.0	-18

Five compounds picked at random from those above, as already listed:
mol	Rv3671c protease	Mtb FBA inh	SARS 3CLpro inh	BioA inh	MazF activator	BH1578 lux ind	DUSP3 inh	GDH-TPI inh	Mtb UGM inh	SSB-PriA inh
O=c1[nH][nH]c(C(F)(F)F)c1C=NCc1ccc(Cl)cc1	6	-2	3	0.7	2	-1.4	-11	6	2.2	4
C=CCNC(=O)C12CC3(C)CC(C)(CC(C)(C3)C1)C2	-6	0	7	-0.2	-4	0.6	21	-1	3.3	-10
CCC(Oc1ccccc1F)C(=O)Nc1ccc2c(c1)n(C)c(=O)n2C (centres undefined)	.	-1	4	5.3	16	3.8	7	5	0.0	-8
N#CCC(=O)Nc1ccc(C(=O)OCC(=O)N(C2CCCCC2)C2CCCCC2)cc1	-15	4	-2	-2.3	-21	-0.1	48	3	-0.5	7
Cc1ccc(S(=O)(=O)NC(=NC2CCCCC2)c2ccccc2)cc1	12	0	3	.	2	i	-9	5	-1.6	-13

Next compounds:
mol	Rv3671c protease	Mtb FBA inh	SARS 3CLpro inh	BioA inh	MazF activator	BH1578 lux ind	DUSP3 inh	GDH-TPI inh	Mtb UGM inh	SSB-PriA inh
Cc1cc(C)cc(-n2c(C)cc(C=C(C#N)C#N)c2C)c1	1	-2	2	-0.5	-7	.	9	16	-3.2	-7
CC(=O)N1N=C2C3CCN(CC3)C2C1c1ccc(F)cc1 (centres undefined)	6	4	-2	.	7	i	19	-6	0.7	-1
COc1ccc(CC(=O)Nc2c3c(nn2-c2cccc(C)c2C)CS(=O)C3)cc1 (centres undefined)	2	-2	1	-1.3	4	1.0	25	-7	0.1	-6
O=C(N/N=C/c1ccc(OC(=O)c2cccs2)cc1)c1ccccn1	-8	1	-5	-1.8	-10	i	53*	12	0.8	.
COC(=O)CCCNC(=O)c1ccc(OC2CCN(CCc3ccccc3)CC2)cc1	9	2	3	-0.3	27	-0.3	12	-1	-3.1	7
CN(/C(=N/S(=O)(=O)c1cccs1)c1ccccc1)c1ccccc1	5	0	1	.	-5	-0.2	6	1	-1.3	.
O=C1OCC(Cn2c3ccccc3c3ccccc32)O1 (centres undefined)	-1	1	-7	6.3	4	i	26	8	?	-10
O=C(O)CNC(=O)C1(N2C(=O)c3ccccc3C2=O)CCCC1	.	-1	.	-0.5	8	i	.	4	.	-8
Cc1ccc(NC(=O)N2CCCCCC2)c(C)c1	.	2	0	-0.9	1	i	27	0	-2.4	2
CCOC(=O)N1CCN(Cc2cc(=O)oc3ccc(Cl)cc23)CC1	-1	3	-1	0.9	-1	-0.2	17	9	1.8	-2
Cc1ccccc1CCNCc1cc2cccc(C)c2[nH]c1=O	6	3	2	-2.4	9	-0.6	-1	20	2.8	-14
CCn1c(=O)cc(SCC(=O)NCCC2=CCCCC2)c2ccccc21	3	6	4	.	3	-0.2	-4	3	-2.8	-18
O=[As](O)(O)c1ccc(N=Nc2ccc(O)cc2)cc1	.	-17	0	1.9	0	-0.6	28	18	-1.2	4
COc1nccnc1NS(=O)(=O)c1ccc(NC(=S)NC(=O)c2cccc(F)c2)cc1	0	-3	1	.	-5	-0.3	-12	7	1.4	-2
O=C1C2C3CCC(O3)C2C(=O)N1c1cccc(F)c1 (centres undefined)	2	0	.	-0.3	-9	i	.	-1	-2.2	-10
CCn1nc(/C=C/c2ccccc2)nc2c(=O)n(C)c(=O)nc1-2	.	-17	5	.	10	0.7	.	7	.	3
COc1ccccc1/C=C/C(=O)OCC(=O)NC1CCCCCCC1	6	6	.	-2.3	-6	i	.	3	1.7	-13
COc1ccccc1N1CCN(C(=O)c2cccc(S(=O)(=O)NCc3cccnc3)c2)CC1	-1	-1	.	5.6	11	-0.6	.	2	-1.6	2
O=C(CCNS(=O)(=O)c1cccc2nsnc12)N1CC(=O)N(CCc2ccccc2)C(=O)C1	1	0	-3	4.5	-3	-1.4	19	4	-0.5	-8
COC(=O)c1ccc(COC(=O)c2ccc(-n3cnnn3)cc2)o1	-3	2	1	.	2	-0.4	8	6	-1.0	-10
CC(C)CC(=O)Nc1ccc([N+](=O)[O-])cc1Cl	0	-5	-3	.	6	i	7	4	-1.2	-4
COc1ccccc1Oc1ccc(NC(=O)Cc2ccccc2)cc1	-2	-1	.	-1.6	-3	-1.3	.	-1	-1.5	-3
COc1cccc(-c2nnc(SCC(=O)OC(C)C)n2Cc2ccco2)c1	-7	6	-2	3.1	-3	i	8	7	-0.2	4
COc1cc(OC)cc(C(=O)OCC(=O)c2ccc(S(=O)(=O)N3CCCCC3)cc2)c1	-2	-1	.	-1.3	-17	-1.2	.	0	2.2	35
COc1ccc(C(c2nnnn2Cc2cccs2)N2CCN(c3ccccc3)CC2)cc1OC (centres undefined)	-8	1	2	-1.0	3	i	0	-5	0.6	20
COc1ccc(C(C(=O)NC2CCCCC2)N(C(=O)c2ccccn2)c2cccnc2)cc1 (centres undefined)	2	4	-1	.	2	-2.9	8	2	-3.8	-10
Cc1ccnc(NC(=O)COC(=O)c2ccc(F)cc2F)n1	8	1	-1	-1.2	-1	i	17	-8	-0.3	0
CC(C)C(C(=O)NC1=NCCS1)c1ccc(Cl)cc1 (centres undefined)	9	-3	5	.	3	-0.3	-9	2	0.7	-12
O=C(NCCN1C(=O)S/C(=C\c2ccc(Cl)c([N+](=O)[O-])c2)C1=O)C1=COCCO1	-4	-3	.	-0.2	7	0.0	.	17	0.7	-21
Nc1ccccc1Sc1cc(Cl)nnc1Cl	3	1	-3	2.6	-5	-0.6	6	4	-0.3	-5

Screens deposited in PubChem BioAssay by several laboratories.
